High-throughput results deposited in PubChem BioAssay by several laboratories.
FLuc inh counter: firefly luciferase enzyme inhibitors, primary screen, artefact control for luciferase-based inhibitor screens, biochemical, luminescence, ATPLite; Luciferin 4-monooxygenase (Photinus pyralis), P08659; 10 min; inhibition, % at 10 µM; 200,000 tested, 1.5% active;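 active means inhibition above about 50% when tested at 10 µM, limit read from the data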
Target sequence (P08659 whole entry, looked up): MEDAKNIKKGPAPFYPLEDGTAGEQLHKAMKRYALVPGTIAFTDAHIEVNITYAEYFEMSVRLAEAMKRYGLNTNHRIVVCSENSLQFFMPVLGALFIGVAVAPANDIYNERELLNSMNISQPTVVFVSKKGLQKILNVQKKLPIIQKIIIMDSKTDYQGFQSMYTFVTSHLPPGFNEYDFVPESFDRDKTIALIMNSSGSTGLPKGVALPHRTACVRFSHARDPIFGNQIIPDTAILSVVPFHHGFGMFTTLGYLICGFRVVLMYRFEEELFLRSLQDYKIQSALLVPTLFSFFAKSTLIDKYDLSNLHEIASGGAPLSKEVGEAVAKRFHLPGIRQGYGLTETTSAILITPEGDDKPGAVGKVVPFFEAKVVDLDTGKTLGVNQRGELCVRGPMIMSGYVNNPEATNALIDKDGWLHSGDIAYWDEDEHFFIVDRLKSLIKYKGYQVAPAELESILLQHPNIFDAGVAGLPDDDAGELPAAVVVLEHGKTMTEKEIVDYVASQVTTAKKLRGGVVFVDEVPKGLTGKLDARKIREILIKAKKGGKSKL
STAT3 act: IL-6 driven STAT3 reporter potentiators, primary screen, U3A cells, luciferase, luminescence, MLSCN library | 190,000 tested, 0.91% active | IL-6 STAT3-luciferase reporter; 100% = signal with IL-6 EC80 alone | activation (% of control), % at 5.6 µM;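 active means activation above the screen-wide mean of compound activation plus 3 SD, cut at about 130% in these data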;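 further: 0% = background luminescence of wells with medium and substrate only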
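Material: STAT1-lacking human U3A cells, STAT3 luciferase reporter | Benchmarks: IL-6-only wells as 100% reference | Probe or stimulus: IL-6 (33 ng/mL) | Timing: Compound 1 h, then IL-6 6 h at 37 °C | Detection: Luminescence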
STAT1 inh: STAT1 signaling inhibitors, primary screen, cell-based, HTS, luciferase reporter | inhibition, % at 5.5 µM | NIH 3T3 STAT1-luciferase reporter, IFN-gamma, luminescence | 200,000 tested, 0.35% active;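 active means inhibition above a set limit, the mean inhibition across all tested compounds plus 3 SD, cut at about 34% in these data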;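 further: 0% = IFN-gamma with DMSO and 100% = IFN-gamma with 300 µM nifuroxazide; values of inactives mirror those of a sister screen read the other way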
STAT1 act: STAT1 signaling activators, primary screen, cell-based, HTS, luciferase reporter; AID 932, 2007; 200,000 tested, 2.6% active; NIH 3T3 STAT1-luciferase reporter, IFN-gamma, luminescence; 100% = IFN-gamma alone, no compound; activation (% of control), % at 5.5 µM;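 active means activation above the screen-wide mean activation plus 3 SD, cut at about 130% in these data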;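 further: raw ratio to IFN-gamma control signal so 100% means no change and 0% no light; values of inactives mirror those of a sister screen read the other way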
STAT3 blocker: IL-6 driven STAT3 reporter inhibitors, primary screen, U3A cells, luciferase, luminescence, MLSCN library. IL-6 STAT3-luciferase reporter; host cell line lacks STAT1. inhibition, % at 5.5 µM. 190,000 tested, 0.89% active;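 active means inhibition above the mean inhibition across all screened compounds plus 3 SD, cut at about 44% in these data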;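 further: 0% = DMSO only wells and 100% = 100 µM nifuroxazide control wells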
RAM inhibit: inhibitors of the yeast RAM network, primary screen, dse1pr::URA3 reporter, 5-FOA selection | S. cerevisiae dse1pr::URA3 reporter, 5-FOA growth OD615, 2 d; analog-sensitive cbk1-as2 kinase mutant strain | inhibition, % at 50 µM | 190,000 tested, 1.8% active | AID 868, 2007;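 active means inhibition above a set limit, 3 SD over mean compound inhibition, cut at about 8.4% in these data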;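 further: 0% = DMSO-only wells with no growth and 100% = 10 µM 1-NA-PP1 full growth; inhibition rescues growth on 5-FOA so higher OD means more RAM inhibition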
NF-kB expr up: activators of NF-kB expression in neurons, primary screen, cell-based, HTS; human neuronal cells, NF-kB reporter expression; stronger effect = higher value; fold change at 12.5 µM; 190,000 tested, 1.6% active; AID 1239, 2008; in the data active means fold change above about 3.3
APP 5UTR inh: inhibitors of APP translation via 5'UTR reporter, primary screen, APP 5'UTR luciferase, SH-SY5Y cells; 190,000 tested, 0.82% active; SH-SY5Y APP 5'UTR-luciferase reporter, luminescence; inhibition, % at 2 µM;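 active means inhibition above a set limit, derived from the sample mean plus 3 SD, cut at about 45% in these data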; further: values of inactives mirror those of a sister screen read the other way
Hsp70 activator: Hsp70 transcriptional activators, primary screen, cell-based, HeLa, Hsp70 promoter luciferase, luminescence, 10 µM | HeLa Hsp70 promoter luciferase reporter; scaled: vehicle 0, proteasome-inhibitor control 100% | activation, % at 10 µM | 200,000 tested, 0.04% active | AID 1203, 2008;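 active means activation above the mean across all tested compounds plus 3 SD, cutoff set per campaign, cut at about 5.5% in these data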;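 further: 100% = MG132 at 30 µM as the positive control and 0% = DMSO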
APP 5'UTR act: activators of APP 5'UTR luciferase reporter, primary screen, SH-SY5Y cells | AID 1276, 2008 | activation, % at 2 µM | 190,000 tested, 1% active | SH-SY5Y APP 5'UTR luciferase reporter, luminescence; zero percent = DMSO vehicle wells;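 active means activation above a set limit, based on mean plus 3 SD of controls, cut at about 140% in these data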; further: values of inactives mirror those of a sister screen read the other way
Numbers without * were called inactive; · = not tested or not shown.

Values in the order – FLuc inh counter, STAT3 act, STAT1 inh, STAT1 act, STAT3 blocker, RAM inhibit, NF-kB expr up, APP 5UTR inh, Hsp70 activator, APP 5'UTR act
> COc1ccc(N2CCN(C(=O)c3c(C)nn(-c4ccccc4)c3C)CC2)cc1
  -6, 95, 3, 98, 6, 1.5, 0.82, -2, -0.1, 2
> Cc1ccc(CC2C(=O)N(c3ncccn3)C(=O)C2C)cc1 (stereo not drawn)
  -4, 100, -5, 104, 9, -0.1, 1.4, 2, -0.1, -2
> CCOc1ccc(N(C(C)C(=O)Nc2cccnc2)S(C)(=O)=O)cc1 (stereo not drawn)
  -4, 106, -11, 108, -4, 0.5, 1.4, 5, 0.0, -5
> CC(C)=CC(=O)Nc1nnc(C(C)C)s1
  -3, 97, -49, 145*, 8, 1.1, 2.7, -100, 0.4, 100
> O=C(Cn1cncn1)NCc1cccc(C(F)(F)F)c1
  0, 98, -8, 106, 6, 0.4, 1.2, -13, 0.2, 13
> NC1=NS(=O)(=O)NC1c1ccc(Cl)cc1 (stereo not drawn)
  -4, 98, 1, 99, 6, 2.8, 0.84, 10, 0.2, -10
> CCCC(=O)N1CCN(c2ccc(NC(=O)c3ccc([N+](=O)[O-])o3)cc2)CC1
  -7, 96, -56, 148*, 9, 1.8, ·, 70*, 15*, -70
> COC(=O)CNc1cccc(C(F)(F)F)c1
  -2, 100, 1, 98, 4, -0.1, 0.99, 6, -0.2, -6
> Cc1scc(C(=O)NNC(=S)NCc2ccccc2)c1C
  -3, 92, 9, 92, 12, 0.1, 1.1, -10, -0.3, 10
> CC(=O)Nc1c(C)nn(-c2ccc([N+](=O)[O-])cc2)c1C
  -2, 102, -1, 100, 0, -0.4, 1.1, 8, -0.1, -8
> CCOc1ccc(CNC(=O)C2CCC(=O)N2C2CCCC2)cc1OC (stereo not drawn)
  -5, 85, 12, 89, 22, 0.0, 1.1, 0, -0.1, 0
> CCn1c(/C=C/c2ccccc2)nc2ccccc2c1=O
  0, 91, -7, 105, 15, 1.6, 0.89, 0, -0.2, 0
> O=C(NCc1ccccn1)c1cc2c(ccc3ccccc32)oc1=O
  7, 82, -18, 116, 26, 1.1, 0.99, 5, 0.2, -5
> O=C(NN1C(=O)/C(=C\c2cccnc2)SC1=S)c1ccco1
  -4, 105, -6, 105, 2, 2.0, 1.1, 4, -0.1, -4
> CC1CCCC(NC(=O)COC(=O)CSc2ccc3ccccc3c2)C1C (stereo not drawn)
  -5, 105, -7, 107, -6, 12*, 0.97, -7, -0.3, 7
> COCCNC(=O)CN1c2ccccc2CC1C (stereo not drawn)
  -1, 103, 6, 93, 1, 2.8, 0.9, 16, -0.2, -16
> COc1cc(N/C=C(\C(C)=O)c2ccccc2)cc(OC)c1
  -2, 104, 2, 98, 1, 1.6, 1.2, 25, 0.3, -25
> CC(C)C(NC(=O)C1CCCCC1)C(=O)Nc1ccncc1 (stereo not drawn)
  -3, 100, 2, 98, 6, 0.6, 0.91, -6, 0.0, 6
> COc1ccc([N+](=O)[O-])cc1NC(=O)c1ccccc1SC
  -3, 85, 1, 97, 22, 4.7, 1.1, 2, 0.5, -2
> CC(=O)Nc1ccc(OS(=O)(=O)c2ccc(C)cc2C)cc1
  -4, 99, -3, 101, 4, 2.2, 0.91, 3, -0.1, -3
> COC(=O)CSc1nc(C(C)C)nc2ccccc12
  -5, 102, 5, 96, -1, 0.2, 1.1, 5, -0.1, -5
> CCOc1ccc(N2C(=O)CC(SCC(=O)O)C2=O)cc1 (stereo not drawn)
  -3, 98, -7, 105, 5, 4.0, 1.3, 5, 0.0, -5
> Cn1c(CC2C(=O)Nc3ccc(Br)cc32)nc2ccccc2c1=O (stereo not drawn)
  -10, 133*, 14, 87, -36, -0.1, 0.67, 17, -0.4, -17
> Cc1ccc(S(=O)(=O)Nc2ccc(Br)cc2/C=N/n2cnnc2)cc1
  0, 104, 2, 98, 2, 2.2, 0.91, -13, -0.4, 13
> Cn1c(=O)c2c(nc(-n3ccnc3)n2Cc2ccccc2)n(C)c1=O
  -2, 103, -3, 102, 0, 0.8, 1.1, -5, -0.2, 5
> Cc1ccc(C(=O)NC(=S)NCCCN2CCOCC2)cc1
  -1, 99, -6, 106, 7, -1.3, ·, -16, 0.1, 16
> Cc1csc(NC(=O)C2CCCCN2S(=O)(=O)c2ccccc2)n1 (stereo not drawn)
  -5, 92, 7, 94, 10, 1.0, 0.99, 5, -0.1, -5
> CCn1c(N2CCN(S(=O)(=O)c3ccccc3C(F)(F)F)CC2)nc2ccccc21
  -8, 87, -1, 101, 20, -1.7, 0.73, -6, 0.6, 6
> CSc1cccc(NC(=S)N2CCC(N(C)C3CCCC3)CC2)c1
  -1, 104, -11, 110, -2, 0.9, 1.2, -12, 0.0, 12
> Nc1nc(-c2ccco2)nn1C(=O)c1ccc(F)cc1
  -3, 87, 4, 95, 20, 1.7, 1.1, -30, 0.3, 30
> CC(=O)N1CCN(c2ccc(NCc3ccccc3)cc2)CC1
  -5, 98, 2, 98, 11, 2.3, 0.97, 6, -0.1, -6
> COc1ccc(Cc2nnc(NC(=O)c3c(-c4ccccc4)noc3C)s2)cc1
  -3, 103, 5, 95, -1, 5.3, 1.1, 6, -0.1, -6
> CCN=C1SC(C(=O)Nc2cc(Cl)cc(Cl)c2)CC(=O)N1CC (stereo not drawn)
  -8, 101, -4, 102, 3, 2.0, 1, -13, -0.2, 13
> O=C(CCl)Nc1ccc2c(c1)OCO2
  0, 89, 2, 96, 18, -1.3, 1.6, 3, -0.2, -3
> CCN(CC)c1ccc(C(=O)O)cc1
  -4, 106, 14, 88, -1, 1.2, 1, -12, -0.4, 12
> COc1cc(OC)c(C2CC(=O)N3CN(c4ccccc4C)CSC3=C2C#N)cc1OC (stereo not drawn)
  -2, 97, -2, 100, 10, 0.5, 1.1, 2, 0.1, -2
> Oc1c(C(c2cccs2)N2CCN(c3ccccc3)CC2)ccc2cccnc12 (stereo not drawn)
  -2, 114, 6, 94, -9, 0.9, 1.6, 59*, 1.4, -59
> CCn1c(Cc2ccccc2)nnc1SCC(=O)Nc1ccccc1
  -8, 98, -2, 101, 7, 1.4, 1, -1, -0.3, 1
> CC(C)(C)c1ccc(C(=O)OC/C(O)=C(\C#N)c2nc3ccccc3s2)cc1
  -4, 93, -2, 102, 12, 3.0, 1.3, 4, -0.4, -4
> COc1ccc(S(=O)(=O)N(C)C)cc1NC(=O)COC(=O)CC1CCCC1
  4, 107, -9, 109, -8, 0.9, 1.3, 0, -0.1, 1
> O=C(CSc1nc2cccnc2n1Cc1ccccc1)N1CCc2ccccc21
  ·, 96, 6, 94, 5, ·, ·, -2, 0.5, 2
> CCCc1nc(N)c(C#N)c(-c2cccnc2)c1CC
  -5, 98, 6, 94, 12, 0.6, 1.1, -2, -0.3, 2
> O=S(=O)(NCC(c1ccco1)N1CCN(c2ccc(F)cc2)CC1)c1ccc2c(c1)OCCO2 (stereo not drawn)
  -2, 106, -4, 104, -1, -1.0, 0.75, -10, -0.2, 10
> Cc1nnc(SCC(=O)Nc2ccc(Oc3ccccc3)cc2)n1N
  -4, 96, 2, 97, 9, 0.8, 1.3, -27, -0.4, 27
> Cc1ccc(S(=O)(=O)C(C#N)c2nc3ccccc3nc2OCCO)cc1 (stereo not drawn)
  -9, 96, -3, 100, 7, 2.4, 1, 0, -0.3, 0
> COc1ccc2nc(N3CCCC3)[nH]c2c1
  -2, 102, -6, 106, 6, 0.9, 1.2, -4, 0.0, 4
> O=C(Nc1ccc(F)cc1)Nc1nnc(-c2ccncc2)s1
  -3, 102, 24, 79, 6, 0.8, 1.1, -7, 0.0, 7
> Cc1cccc(OCC(O)Cn2c(=N)n(CCN3CCCCC3)c3ccccc32)c1 (stereo not drawn)
  -3, 97, 12, 89, 6, 0.7, 0.64, -2, -0.2, 3
> CCOc1ccc(N(CC(=O)NCc2ccccc2)S(C)(=O)=O)cc1
  -4, 98, 0, 101, 8, 2.3, 1.2, -3, -0.1, 3
> CCOC(=O)CC(=O)CSc1nc2c(sc(=S)n2-c2ccccc2)c(=O)[nH]1
  -4, 100, -8, 108, 4, 3.1, 1, 4, -0.1, -4

Other entries
Values in the order – FLuc inh counter, STAT3 act, STAT1 inh, STAT1 act, STAT3 blocker, RAM inhibit, NF-kB expr up, APP 5UTR inh, Hsp70 activator, APP 5'UTR act
> Cc1ccc(NC(=O)CN(C)CC(=O)Nc2ccc(F)c(Cl)c2)cc1
  -6, 94, 6, 93, 14, -0.1, 1.2, -16, -0.3, 16
> Cc1nc(NCCCn2ccnc2)c2ccccc2n1
  -6, 110, 3, 95, -8, 0.8, 1.1, 12, -0.3, -12
> COc1cc(CNCCc2ccccc2)cc(Br)c1OCC(=O)Nc1ccccc1C
  -6, 89, -3, 99, 18, 0.1, 1.2, 3, 0.1, -3
> CCCC(=O)Nc1c(C)n[nH]c1C
  -5, 104, 3, 97, 6, 0.5, 0.98, 9, -0.1, -9
> CC(=O)n1cc([C@@H]2C=C(C(=O)N3CCN(Cc4ccccc4)CC3)O[C@H](OCc3ccc(CO)cc3)C2)c2ccccc21
  -4, ·, 2, 100, ·, 2.7, 0.55, 21, -0.4, -21
> CS(=O)(=O)c1nc(-c2ccccc2)cc(C(F)(F)F)n1
  -6, 101, 36*, 67, 6, -1.6, 0.94, 62*, -0.1, -62

Part of the list above, reformatted.
smiles	FLuc inh counter	STAT3 act	STAT1 inh	STAT1 act	STAT3 blocker	RAM inhibit	NF-kB expr up	APP 5UTR inh	Hsp70 activator	APP 5'UTR act
Cc1ccc(NC(=O)CN(C)CC(=O)Nc2ccc(F)c(Cl)c2)cc1	-6	94	6	93	14	-0.1	1.2	-16	-0.3	16
Cc1nc(NCCCn2ccnc2)c2ccccc2n1	-6	110	3	95	-8	0.8	1.1	12	-0.3	-12

Rows are unselected; 7.7% or so of the library scored in one or more.
